Source: PubChem (Sanford-Burnham Center for Chemical Genomics)
mIAP block – mouse IAP inhibition; inhibition, % at 10 µM; purified mouse IAP, CDP-Star luminescence, 30 min; 330,000 compounds, 0.2% hits;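 active means inhibition of at least 40% at 10 µM in the primary screen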;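 further: plate controls were DMSO with enzyme for no effect and no enzyme wells for full effect; values of inactives mirror those of a sister screen read the other way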
hIAP activ – increases human intestinal alkaline phosphatase activity; purified human IAP, CDP-Star luminescence, 30 min; active compounds read high; 1 = vehicle-only enzyme, 0 = enzyme-free background; activation factor at 10 µM; P09923; 330,000 compounds, 0.16% hits;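 active means activation factor of the enzyme at least 2-fold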; further: the source names both 10 and 20 µM as test concentration; values of inactives mirror those of a sister screen read the other way
Target sequence (P09923 whole entry, looked up): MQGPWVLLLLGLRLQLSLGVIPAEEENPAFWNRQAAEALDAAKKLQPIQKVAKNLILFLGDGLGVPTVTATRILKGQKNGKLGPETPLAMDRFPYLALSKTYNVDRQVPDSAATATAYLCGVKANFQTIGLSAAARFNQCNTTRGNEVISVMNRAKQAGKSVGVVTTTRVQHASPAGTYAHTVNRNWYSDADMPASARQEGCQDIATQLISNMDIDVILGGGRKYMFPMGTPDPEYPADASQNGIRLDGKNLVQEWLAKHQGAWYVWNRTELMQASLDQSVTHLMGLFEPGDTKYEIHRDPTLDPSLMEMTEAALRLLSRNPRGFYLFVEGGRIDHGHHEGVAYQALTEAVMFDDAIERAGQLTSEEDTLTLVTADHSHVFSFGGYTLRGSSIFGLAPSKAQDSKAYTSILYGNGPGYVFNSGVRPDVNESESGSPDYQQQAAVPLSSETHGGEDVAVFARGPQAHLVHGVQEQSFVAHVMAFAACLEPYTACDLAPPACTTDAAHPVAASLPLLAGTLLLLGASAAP
APOBEC3G inh – inhibitors of human APOBEC3G DNA deaminase; Q9HC16; recombinant A3G, ssDNA deamination FAM/TAMRA fluorescence; inhibition, % at 20 µM; 330,000 compounds, 0.28% hits;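 active means inhibition of at least 40% at 20 µM, with no more than 30% in the related APOBEC3A deaminase screen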;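 further: plate controls were DMSO wells with A3G for no effect and wells lacking A3G enzyme for full effect; some compounds called inactive have numbers as strong as hits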
NLRP3 yeast inh – blocks the NALP3 inflammasome reconstituted in yeast; Yeast reconstituted NLRP3/ASC/caspase-1, beta-gal luminescence, 24 h; inhibition, % at 10 µM; 330,000 compounds, 0.39% hits;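 active means inhibition of 50% or more; inactive means inhibition below 50%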;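 further: plate controls were induced DMSO wells for no effect and uninduced yeast grown without galactose for full effect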
A3A deaminase – blocks human APOBEC3A ssDNA deamination. AID 493011. recombinant A3A, FAM/TAMRA ssDNA deamination fluorescence. inhibition, % at 20 µM. 330,000 compounds, 0.41% hits;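 active means at least 40% inhibition at 20 µM here, with at most 30% in a related deaminase screen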;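 further: plate controls were A3A with DMSO for no effect and wells lacking A3A enzyme for full effect; some results filed as inactive read as strong as hits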
Target sequence (P31941 whole entry, looked up): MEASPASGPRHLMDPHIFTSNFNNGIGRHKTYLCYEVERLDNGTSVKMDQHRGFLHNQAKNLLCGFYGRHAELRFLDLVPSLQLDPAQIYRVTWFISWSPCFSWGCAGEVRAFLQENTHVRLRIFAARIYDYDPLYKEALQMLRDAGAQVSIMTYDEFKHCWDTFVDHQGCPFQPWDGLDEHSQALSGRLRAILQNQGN
SENP1 FRET inh – inhibitors of human SENP1 SUMO protease catalytic domain; 360,000 compounds, 0.21% hits; Q9P0U3; AID 624204; inhibition, % at 10 µM; recombinant SENP1 catalytic domain, CyPet-SUMO1-YPet FRET cleavage;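 active means inhibition at least 30% at 10 µM, raw YFP signal under a set limit, fluorescence ratio 0.5 to 1.5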;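 further: 0% = enzyme with DMSO and 100% = no enzyme wells; some results filed as inactive read as strong as hits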
Target sequence (Q9P0U3 419-644 limits assumed): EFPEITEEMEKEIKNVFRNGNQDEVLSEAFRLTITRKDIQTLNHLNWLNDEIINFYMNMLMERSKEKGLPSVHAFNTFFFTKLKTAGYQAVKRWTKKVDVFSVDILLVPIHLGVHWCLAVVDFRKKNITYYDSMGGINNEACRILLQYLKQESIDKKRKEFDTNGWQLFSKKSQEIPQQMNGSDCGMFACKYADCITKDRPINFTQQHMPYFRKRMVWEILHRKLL
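System: Recombinant human SENP1 catalytic domain, His6-tagged | Incubation: Enzyme reaction for 50 min at room temperature, dark | Medium: Tris pH 8 with BME, BSA, NP40 and catalase | Also added: 25 nM SUMO1 FRET substrate | Compound: 10 µM single point, 0.5% DMSO | Measured by: FRET fluorescence in CFP and YFP emission channels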
mIAP activ – mouse IAP activation; muIAP, CDP-Star luminescence, 30 min; active compounds read high; 1 = vehicle-only enzyme signal, 0 = enzyme-free wells; activation factor at 10 µM; 330,000 compounds, 0.24% hits; AID 2805;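 active means activation factor of at least 2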; further: the source names both 10 and 20 µM as test concentration; values of inactives mirror those of a sister screen read the other way
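System: mouse IAP enzyme. Reagent: CDP-Star chemiluminescent phosphatase substrate. Benchmarks: DMSO wells, no-enzyme wells. Times: 30 min enzyme-substrate-compound incubation at room temperature. Detection: luminescence from enzymatic CDP-Star hydrolysis. Doses: test compounds delivered from DMSO solution.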
hIAP block – blocks human intestinal alkaline phosphatase; P09923; purified IAP, CDP-Star luminescence, 30 min; inhibition, % at 10 µM; 330,000 compounds, 0.12% hits;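 active means inhibition reaching a set limit with compound at 10 µM in the primary screen, cut at about 35% in these data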;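 further: plate controls were DMSO wells with enzyme for no effect and no-enzyme buffer wells for full effect; values of inactives mirror those of a sister screen read the other way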
beta cell repl – MIN6 beta-cell proliferation induction; MIN6 cells proliferation, ATPlite luminescence, 48 h; cells starved in 0.2% serum; 100% = growth in 10% serum; 330,000 compounds, 0.29% hits; proliferation, % at 10 µM;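 active means compounds whose signal lies at least 3.5 SD above the mean of all wells on their plate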;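 further: 0% = DMSO-treated cells in low-serum medium and 100% = 10% serum control; some compounds called inactive have numbers as strong as hits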
Active calls of the source: *. Only part of the results is shown; count on the stated rates, not on these rows.

SMILES	mIAP block	hIAP activ	APOBEC3G inh	NLRP3 yeast inh	A3A deaminase	SENP1 FRET inh	mIAP activ	hIAP block	beta cell repl
CC1CCN(S(=O)(=O)c2ccc(C(=O)N3CCOCC3)cc2)CC1	-9	0.87	7	6	2	2	1.1	13	-3
O=C(O)c1cc(-c2ccc(Cl)s2)nc2ccccc12	2	1.1	-3	0	-1	-85	0.97	-13	-3
C=CCC(=O)N1CCCC(CNC(=O)c2ccc(-c3ccccc3)cc2)C1 (configuration not stated)	1	1.1	-11	7	1	0	0.99	-7	2
O=C(NCCOc1ccccc1Cl)C(=O)Nc1ccccc1	2	0.95	-5	12	-2	1	0.98	5	-2
Fc1ccc(/C=N/NC(=S)Nc2cccnc2)cc1	2	0.93	-3	9	-2	0	0.97	7	-2
Cc1ccc(S(=O)(=O)C2(C(=O)N3CCN(c4cc(C)ccc4C)CC3)CC2)cc1	-9	1	-4	-14	-2	2	1.1	-1	-4
Cc1cc(C)nc(OC(C(=O)O)C(OCCC(C)C)(c2ccccc2)c2ccccc2)n1 (configuration not stated)	-6	1	-2	18	-2	-1	1.1	0	-1
COc1ccc(C(CNC(=O)c2ccc(Cl)c(S(=O)(=O)N3CCCC3)c2)N2CCCC2)cc1 (configuration not stated)	-8	0.94	-3	16	7	-1	1.1	6	-4
CCCn1c(NC(=O)CN2C(=O)NC3(CCCC3)C2=O)nc2ccccc21	-5	1.2	-2	-1	2	1	1.1	-21	-2
COc1ccc([C@H]2CC(=O)C=C(c3ccc(C(F)(F)F)c(C(F)(F)F)c3)C2)cc1OC	5	1.1	-5	2	-3	1	0.95	-6	-7
CSCC(C)N1CCC(Oc2cccc(C(=O)NCc3ccccn3)c2)CC1 (configuration not stated)	0	0.95	-4	5	-3	-61	1	5	4
CCOC(=O)C1CCN(Cc2ccc(F)c(F)c2)CC1	2	1.3	-3	17	-2	3	0.98	-26	-3
CC(Sc1nnnn1-c1cccc(F)c1)C(=O)NC1CCCC1 (configuration not stated)	9	1.1	-6	21	-1	0	0.91	-8	1
O=C(Nc1ccc(Cl)cc1)N1N=CCC1c1ccccc1 (configuration not stated)	-19	1	-5	2	-2	2	1.2	-2	-2
COc1ccc(NC(=O)CCN2CCCC2)c(OC)c1	15	1	3	4	2	-2	0.85	-1	-1
CCN1CCN(c2nc(C)c3c(n2)CC(C)CC3=O)CC1 (configuration not stated)	8	1	0	-6	3	1	0.92	-2	-2
CC1CCCC(C)N1CC(O)COC1CCC(C(C)(C)C)CC1 (configuration not stated)	2	1	-3	6	4	-1	0.98	0	-3
CC1Cc2ccccc2N1CC(=O)Nc1ccc(S(=O)(=O)N(C)C)cc1 (configuration not stated)	-4	1	-7	-13	-1	-107	1	0	0
COc1ccc(N2CCN(C3CCCN(Cc4cccc(OC)c4)C3)CC2)cc1 (configuration not stated)	10	1.2	-11	21	-5	1	0.9	-16	0
CN(C)CCNC(NC(=O)c1cccs1)C(Cl)(Cl)Cl (configuration not stated)	-1	0.99	-8	-5	-3	1	1	1	-1

Ordered by molecular weight (high to low): some entries from above.
SMILES	mIAP block	hIAP activ	APOBEC3G inh	NLRP3 yeast inh	A3A deaminase	SENP1 FRET inh	mIAP activ	hIAP block	beta cell repl
COc1ccc(N2CCN(C3CCCN(Cc4cccc(OC)c4)C3)CC2)cc1 (configuration not stated)	10	1.2	-11	21	-5	1	0.9	-16	0
O=C(O)c1cc(-c2ccc(Cl)s2)nc2ccccc12	2	1.1	-3	0	-1	-85	0.97	-13	-3
COc1ccc(NC(=O)CCN2CCCC2)c(OC)c1	15	1	3	4	2	-2	0.85	-1	-1

The list goes on.
SMILES	mIAP block	hIAP activ	APOBEC3G inh	NLRP3 yeast inh	A3A deaminase	SENP1 FRET inh	mIAP activ	hIAP block	beta cell repl
COC(=O)Cc1[nH]c(=O)[nH]c1C(=O)OC	-15	1	-2	-14	-3	-1	1.1	-1	-2
CCN(CC(=O)Nc1ccccc1C(F)(F)F)C(=O)c1ccccc1Sc1ccccc1C#N	4	0.9	-9	6	-2	0	0.96	10	0
CCOC(=O)c1c(NC(=O)c2ccc(Cl)s2)sc(C)c1C	5	1.1	-2	6	0	-21	0.95	-9	4
Cc1ccc(S(=O)(=O)N(C)C)cc1NC(=O)CCc1c[nH]c2ccccc12	-18	1.1	-7	0	-1	-1	1.2	-5	-1
CCCCn1c(N)c(N(CCOC)C(=O)c2cccc(S(=O)(=O)N3CCCCC3)c2)c(=O)[nH]c1=O	6	0.94	-7	13	16	-15	0.94	6	2
CCC(NC(=O)C1CCCC1)c1ccc(C)cc1 (configuration not stated)	-2	1.3	-2	9	-2	1	1	-32	1
Cc1ccc(C)c(NC(=O)c2ccccc2O)c1	-2	1.3	-1	49	3	0	1	-31	0
Cc1cccc(Oc2ccc(NC(=O)c3ccccc3C(=O)O)cc2)c1	-2	0.85	5	26	2	1	1	15	-2
O=C(Nc1nnc2n1CCS2)c1ccc(Br)o1	19	1	-3	14	-2	1	0.81	-4	-2
COc1cc(C=O)ccc1OCCOCCOc1ccc(Cl)cc1	0	0.9	-4	10	1	0	1	10	-1
Cc1cc(C)n(-c2ccc(C(=O)NCC(=O)Nc3cc(Cl)ccc3Cl)cc2)n1	2	0.96	-8	7	-5	0	0.98	4	-2
COc1ccccc1NC(=O)C(C)OC(=O)c1nc2nc(C)cc(C)n2n1 (configuration not stated)	6	1.1	-5	5	0	2	0.94	-10	-4
N#Cc1c(SCC(=O)Nc2ccccc2)nsc1SCC(=O)Nc1ccccc1	6	0.96	-8	1	-5	0	0.94	4	-2
Cc1cccc(OCCCC(=O)Nc2ccc(N3CCCCC3)cc2)c1C	3	1.1	-5	-5	-8	3	0.97	-11	-3
O=C(Nc1nccs1)c1ccc(Br)s1	6	0.92	1	50	-3	2	0.94	8	-4
COc1ccc(C2C(C(C)=O)=C(C)N=c3s/c(=C\c4cc(C)n(C)c4C)c(=O)n32)c(OC)c1 (configuration not stated)	10	0.71	-14	7	-6	-19	0.9	29	-2
COc1ccc(-c2cc(C3CCNCC3)[nH]n2)cc1	-3	1.1	-1	8	4	2	1	-7	-7
O=C(O)c1cc2c(ccc3ccccc32)[nH]1	-6	0.91	-3	-1	-2	0	1.1	10	-3
COc1cccc2cc(C(=O)N3CC(C)OC(C)C3)c(=O)oc12 (configuration not stated)	4	1.1	13	15	-2	0	0.96	-11	-4
CN(CCc1ccccc1)C(=O)c1ccc(NC(=O)Cc2cccc([N+](=O)[O-])c2)cc1	10	1	-3	7	1	2	0.9	0	-3
CSc1ncccc1C(=O)N(C)CC(=O)Nc1ccc(Cl)c(C(F)(F)F)c1	-11	1	-8	12	-1	5	1.1	-4	0
N=c1sccn1CC(=O)Nc1ccccc1-c1ccccc1	3	1	-6	-15	-3	2	0.97	-5	-3
O=C(O)c1ccccc1-c1ccc(/C=c2\sc3nc4cc(Br)cnc4n3c2=O)o1	78*	1	92	42	99	-23	0.22	0	-5
CCCc1nc(N)c(C#N)c(-c2ccco2)c1CC	10	0.84	-5	22	1	-3	0.9	16	1
COc1ccc(C(=O)NCc2cnn(C)c2)cc1OC1CCN(C(C)C)CC1	-2	1.1	-6	-8	-3	0	1	-12	2
CCOC(=O)C1CCN(C(=O)c2ccc3c(Cl)c4c(nc3c2)CCCC4)CC1	3	1.2	-6	29	-2	0	0.97	-22	1
COc1ccc(NC(C)=O)cc1S(=O)(=O)N1CCN(C(=O)c2ccccc2F)CC1	4	1.2	-4	4	-1	-2	0.96	-15	-3
NC(=O)CC(NC(=O)Cc1ccc(Cl)cc1)c1ccc(NC2CCCCCCC2)c([N+](=O)[O-])c1 (configuration not stated)	7	0.93	-2	3	-1	2	0.93	7	-6
Clc1ccc(CNc2ccccc2NCc2ccc(Cl)nc2)cn1	10	0.75	-13	18	-5	-5	0.9	25	-2
CCOC(=O)N1CCC(NC(=O)c2cc(COc3ccccc3SC)on2)CC1	-4	1.1	-4	16	-3	-1	1	-5	-2
CCC1CCCCN1C(=O)Nc1ccc(F)cc1 (configuration not stated)	-12	1.2	-6	-1	-7	2	1.1	-20	0
COCCCNC(=S)NNC(=S)Nc1ccccc1	12	1.3	42*	15	2	2	0.88	-33	-2
CCS(=O)(=O)N1Cc2ccccc2CC1C(=O)Nc1ccc(F)c(F)c1F (configuration not stated)	-3	1.2	-7	18	-2	-5	1	-22	-2
CC(C)(C)C(=O)Nc1ccc(S(=O)(=O)N2CCC(c3nc4ccccc4[nH]3)CC2)cc1	-20	1	1	9	1	2	1.2	-4	-6
O=C(COC(=O)CNC(=O)c1ccc(Cl)cc1)Nc1cccc(S(=O)(=O)N2CCCC2)c1	-11	0.9	-3	-12	-8	2	1.1	10	1
CC(=O)c1sc(NC(=O)c2ccc(C)c(C)c2)nc1C	2	1.1	-6	25	0	0	0.98	-8	0
COCCn1c(NC(=S)NC(=O)C2CC2)cc(=O)[nH]c1=O	22	1.1	-6	5	0	-7	0.78	-14	-2
CC(C)(C)C(=O)/C=C(N)/C=C/c1ccccc1	-7	1.1	-7	29	-7	-16	1.1	-14	-2

Quoted at random: 7 entries already listed, in no set order.
SMILES	mIAP block	hIAP activ	APOBEC3G inh	NLRP3 yeast inh	A3A deaminase	SENP1 FRET inh	mIAP activ	hIAP block	beta cell repl
COCCCNC(=S)NNC(=S)Nc1ccccc1	12	1.3	42*	15	2	2	0.88	-33	-2
CCS(=O)(=O)N1Cc2ccccc2CC1C(=O)Nc1ccc(F)c(F)c1F (configuration not stated)	-3	1.2	-7	18	-2	-5	1	-22	-2
CCCc1nc(N)c(C#N)c(-c2ccco2)c1CC	10	0.84	-5	22	1	-3	0.9	16	1
CCOC(=O)C1CCN(C(=O)c2ccc3c(Cl)c4c(nc3c2)CCCC4)CC1	3	1.2	-6	29	-2	0	0.97	-22	1
NC(=O)CC(NC(=O)Cc1ccc(Cl)cc1)c1ccc(NC2CCCCCCC2)c([N+](=O)[O-])c1 (configuration not stated)	7	0.93	-2	3	-1	2	0.93	7	-6
CCOC(=O)N1CCC(NC(=O)c2cc(COc3ccccc3SC)on2)CC1	-4	1.1	-4	16	-3	-1	1	-5	-2
CC(C)(C)C(=O)/C=C(N)/C=C/c1ccccc1	-7	1.1	-7	29	-7	-16	1.1	-14	-2
